M4 PAM: CHRM4 positive allosteric modulation; AID 624126; activation, % at 3 µM; 0.4% of 360,000 active; P08173; CHO-K1 hM4/Gqi5, Fluo-8 calcium fluorescence, ACh EC20; 0% = ACh EC20, 100% = maximal ACh;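 active = activation above its plate's cutoff, the mean activation of sample wells plus 3 SD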; note: some results filed as inactive read as strong as hits
Target sequence (P08173 whole entry, looked up): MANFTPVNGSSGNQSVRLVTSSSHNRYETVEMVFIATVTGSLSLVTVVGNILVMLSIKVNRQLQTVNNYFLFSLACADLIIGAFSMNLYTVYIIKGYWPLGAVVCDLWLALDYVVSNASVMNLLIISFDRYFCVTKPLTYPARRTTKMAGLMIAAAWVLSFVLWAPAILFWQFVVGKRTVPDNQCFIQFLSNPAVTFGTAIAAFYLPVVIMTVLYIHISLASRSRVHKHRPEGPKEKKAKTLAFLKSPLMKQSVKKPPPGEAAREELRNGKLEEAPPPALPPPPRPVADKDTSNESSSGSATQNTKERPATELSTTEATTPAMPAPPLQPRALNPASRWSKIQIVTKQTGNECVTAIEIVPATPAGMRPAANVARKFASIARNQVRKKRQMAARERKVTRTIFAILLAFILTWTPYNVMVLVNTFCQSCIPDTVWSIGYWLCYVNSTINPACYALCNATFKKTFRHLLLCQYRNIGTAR
CRFR2-BP antag: CRF-BP/CRF-R2 complex antagonism; HEK293 CRF-R2/CRF-BP, CRF-induced calcium fluorescence; inhibition, % at 11.8 µM; 0.59% of 350,000 active; AID 588475;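 active = inhibition of the ligand-induced calcium signal above about 50% at the single tested concentration, limit read from the data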
M1 PAM: potentiates human M1 receptor response to acetylcholine; activation, % at 3 µM; 0.088% of 360,000 active; P11229; CHO-K1 hM1, Fluo-8 calcium fluorescence, ACh EC20; 0% = ACh EC20, 100% = maximal ACh; in the data active = activation above about 19%, passing the limit was not always enough
CHRM4 agonist: CHRM4 agonism in calcium assay. CHO-K1 hM4/Gqi5, Fluo-8 calcium fluorescence; vehicle 0%, full acetylcholine response 100%. activation, % at 3 µM. 0.14% of 360,000 active. AID 624127;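 active = activation above the run mean over all test wells plus 3 SD, cut at about 32% in these data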;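 note: peak over basal fluorescence ratio per well then scaled between controls; 0% = DMSO wells and 100% = acetylcholine at EC100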
M5 antag: CHRM5 antagonism in calcium assay. inhibition, % at 3 µM. CHO-hM5 cells, Fluo-8 calcium fluorescence, ACh EC80. 0.59% of 360,000 active. AID 624040;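 active = inhibition above a per-plate cutoff, the mean of that plate's test compounds plus 3 SD, cut at about 27% in these data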;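 note: 0% = acetylcholine EC80 with DMSO and 100% = DMSO without agonist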
Target sequence (P08912 whole entry, looked up): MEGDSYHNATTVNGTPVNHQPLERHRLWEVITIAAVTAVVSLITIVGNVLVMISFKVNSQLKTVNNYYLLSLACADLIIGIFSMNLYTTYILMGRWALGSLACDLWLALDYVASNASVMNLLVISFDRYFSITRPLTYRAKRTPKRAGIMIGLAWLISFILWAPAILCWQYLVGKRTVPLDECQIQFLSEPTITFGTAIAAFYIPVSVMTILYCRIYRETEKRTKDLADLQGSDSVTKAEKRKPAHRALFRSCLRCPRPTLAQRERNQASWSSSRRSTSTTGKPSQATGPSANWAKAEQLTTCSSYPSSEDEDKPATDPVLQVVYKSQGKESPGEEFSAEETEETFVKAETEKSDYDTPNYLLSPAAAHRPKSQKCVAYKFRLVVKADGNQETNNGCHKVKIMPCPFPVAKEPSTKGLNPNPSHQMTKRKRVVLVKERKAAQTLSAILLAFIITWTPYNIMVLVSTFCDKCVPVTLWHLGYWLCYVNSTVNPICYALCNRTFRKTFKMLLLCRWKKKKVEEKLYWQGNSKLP
CHRM5 agonist: agonists of human muscarinic M5 receptor (CHRM5). P08912. AID 624037. activation, % at 3 µM. CHO-K1 hM5 cells, Fluo-8 calcium fluorescence; 0% DMSO wells, 100% maximal acetylcholine response. 0.19% of 360,000 active;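 active = activation above the run's mean over test compounds plus 3 SD, cut at about 23% in these data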;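 note: signal is peak over basal fluorescence ratio across the kinetic read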
M5 PAM: CHRM5 positive allosteric modulation. 0.3% of 360,000 active. P08912. activation, % at 3 µM. CHO-K1 hM5, Fluo-8 calcium, ACh EC20 PAM; 0% = ACh EC20, 100% = ACh EC100;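 active = activation above the run cutoff, the mean activation of all test compounds plus 3 SD, cut at about 18% in these data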
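Assay system – human M5 receptor in CHO-K1 cells · Read-out – % activation, ACh-normalized · Technique – Fluo-8 calcium fluorescence · Dosing – single-point, 3 µM nominal · Incubation – Fluo-8 loading 80 min at 37 °C plus 30 min room temperature · Repeats – singlicate, one well per test compound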
CHRM4 antagonist: antagonists of human muscarinic M4 receptor (CHRM4). P08173. CHO-hM4 cells, ACh EC80, Fluo-8 calcium fluorescence. inhibition, % at 3 µM. 0.73% of 360,000 active. AID 624125;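 active = inhibition above its plate's cutoff, the mean inhibition of sample wells plus 3 SD, cut at about 27% in these data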;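 note: 0% = acetylcholine EC80 with DMSO and 100% = DMSO without agonist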
CRFR2-BP ag: agonists of human CRF-binding protein/CRF-R2 receptor complex; activation, % at 13.2 µM; 0.46% of 350,000 active; HEK293 CRF-R2/CRF-BP, calcium dye fluorescence (FLIPR); percent of saturating CRF peptide response;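 active = activation of at least 50%, plus an integration ratio under a set limit after plate pattern correction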;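 note: plate controls were neutral control wells without compound for no effect and CRF at EC100 for full effect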
* hit, by the source's call; / = no result given.

SMILES	M4 PAM	CRFR2-BP antag	M1 PAM	CHRM4 agonist	M5 antag	CHRM5 agonist	M5 PAM	CHRM4 antagonist	CRFR2-BP ag
N=c1n(CCN2CCCCC2)c2ccccc2n1CC(O)c1cccc(Br)c1 (stereo not given)	-6	-5	-10	10	-3	-7	8	-13	-0.1
Cc1nn(CCCC(=O)N2CCc3ccccc3C2)c(=O)c2cc3sccc3n12	6	-21	16	3	1	-2	-3	-2	1.2
CCOC(=O)c1[nH]c(=S)n(-c2ccccc2)c1C(=O)OCC	10	13	15	1	6	3	7	-8	-3.5
COC(=O)CCn1nnc(-c2ccc(C(C)C)cc2)n1	0	16	6	1	-5	-2	-6	-5	0.5
COc1c[nH]n(C2CCCCC2)c(=O)c1=O	23	4	4	0	13	-3	0	-3	-0.7
CC12CCC(=O)N1C(C(=O)Nc1nc3ccc(S(C)(=O)=O)cc3s1)CS2 (stereo not given)	1	-4	6	1	7	-1	1	0	1.1
COc1ccc(OCCCC(=O)OC(C)C(=O)Nc2ccc(S(N)(=O)=O)cc2)cc1 (stereo not given)	0	0	-4	4	-7	3	1	-12	0.3
CCn1c(C)nnc1SCC(=O)Nc1cccc(C(F)(F)F)c1	8	-5	27	1	4	3	5	2	-2.4
CC1=CC(=O)C2(C)C(C)=C(C)C12C (stereo not given)	3	-9	5	0	3	1	-4	-8	-0.3
CCOC(=O)CSc1nc2cc(S(=O)(=O)Nc3ccccc3OC)ccc2o1	-10	-9	-15	19	20	6	-19	0	1.5
Cc1ccccc1-c1nc(CS(=O)CC(=O)NCCCN(C)c2ccccc2)c(C)o1 (stereo not given)	0	-5	7	1	-6	0	-2	2	0.9
CN(C)CCCn1c(SCC(=O)Nc2nccs2)nnc1-c1ccncc1	5	1	14	2	-12	0	7	-5	2.5
COc1ccc(CCN2CC(C(=O)NCCc3ccc(C)cc3)CC2=O)cc1OC (stereo not given)	-1	-3	12	1	10	-1	-2	-6	0.6
CN(C)CC(C)(C)CNS(=O)(=O)CC12CCC(CC1=O)C2(C)C (stereo not given)	8	13	7	1	-1	1	1	8	2.6
Cc1ccc(-n2ncc3c2CC(C)(C)CC3NC(=O)CCc2cnn(C)c2)cc1 (stereo not given)	3	3	0	3	11	-6	-4	-6	-0.3
NC(=O)c1cccc(N=Cc2cc(Cl)cc(Cl)c2O)c1	5	3	-1	3	14	-2	-12	-1	38
Cc1cc(C)nc(SCc2cn3ccccc3n2)n1	0	-4	12	1	9	-4	1	3	-1.4
CCOc1ccc(N(CC(=O)NCCSCc2ccco2)S(=O)(=O)c2ccc(C)cc2)cc1	6	1	4	0	-5	-6	-5	-3	1.2
CC(C)C(=O)NC(c1ccc(N(C)C)cc1)c1c(O)ccc2ccccc12 (stereo not given)	7	-21	1	1	-5	-2	-1	12	-0.2
COc1ccc(C2=NOC(C(=O)Nc3cccnc3Cl)C2)cc1 (stereo not given)	-4	2	3	2	2	0	0	3	-0.4
CCCC(=O)N(CCc1ccccc1)Cc1nc2ccccc2c(=O)[nH]1	-3	33	5	4	-3	-4	-21	3	1.1
O=C(COC(=O)c1ccco1)NCCc1ccc(Cl)cc1	2	-3	5	0	2	2	-3	-3	-0.4
COc1ccc(CC(N)c2csc(NC(=O)c3cccc(OC(F)(F)F)c3)n2)cc1 (stereo not given)	5	/	15	7	-5	1	4	-10	/
CCOc1cc(-c2nnc(-c3ccco3)o2)cc(OCC)c1OCC	-12	-1	3	1	-4	3	-8	18	-0.5
O=C(Nc1ccccc1)c1cccc2c(-c3cccnc3)coc12	0	/	-3	11	4	2	-4	-1	/
COc1ccc(CN(C)CC(=O)Nc2ccc(Cl)cc2C(F)(F)F)c(OC)c1	0	-3	0	-1	3	-2	-5	5	0.1
COC(=O)c1cc(C)sc1NC(=O)c1ccco1	3	5	14	1	13	-4	-5	0	-1.4
CCOC(=O)C1CCCN(C(=O)CN2C(=O)c3ccccc3C2=O)C1 (stereo not given)	-7	-5	4	1	-4	1	-1	12	-1.8
O=C(Cn1cc2c(n1)CCCC2)N1CCc2ccccc21	6	-8	8	1	-2	1	0	-14	-0.1
C=CC[C@@H](CC(=O)N(CCO)Cc1ccccc1)C(=O)N[C@H](COC(=O)[C@@H](CC=C)Cc1ccc(F)cc1)Cc1c[nH]c2ccccc12	4	-4	23	9	4	3	-13	23	0.0
CCOC(=O)C1(CCCc2ccccc2)CCN(S(C)(=O)=O)CC1	-4	3	2	3	3	2	-4	-4	0.9
Nc1o[nH]c(=O)c1Cc1ccccc1	-4	-11	0	0	-3	1	-4	-4	1.4
NC(=O)c1nn(-c2ccccc2)nc1NC(=O)CSc1nnnn1-c1ccc(Cl)cc1	-3	-2	-1	1	2	-2	-12	0	-0.4
CC(Sc1nc2ccccc2s1)C(=O)N(C)Cc1ccccc1 (stereo not given)	-7	7	-5	1	13	-6	-1	0	0.9
Cc1cc(C)cc(OCC(=O)Nc2ccc3c(c2)OCCO3)c1	2	24	6	-1	-2	-6	4	-12	-5.8
CCCC/C(=N\NC(=O)c1ccc(Br)o1)c1ccccc1	8	4	9	0	-5	-4	0	-2	-0.4
CCOc1ccc(S(=O)(=O)N2CCN(CCNS(=O)(=O)c3ccc(C)cc3)CC2)cc1	6	-23	4	3	7	-3	-5	-8	-0.6
CCCCNC(=S)NNC(=O)c1c(Cl)c(C)nn1C	4	0	-2	1	2	-1	2	4	0.9
COC(=O)c1c(NC(=O)CN2C(=O)NC(CCc3ccccc3)C2=O)sc2c1CCCCC2 (stereo not given)	3	-48	-4	0	4	1	-4	10	3.0
COc1ccc(C2=C/C(=C/c3cccnc3)C(=O)O2)cc1OC	2	-104	9	2	0	1	0	-3	144*
COc1ccc(CNc2nc3nc(C)c(Cl)c(=O)n3[nH]2)cc1	8	-9	7	1	-2	-3	8	1	-0.1
O=C(Cc1ccccc1)NS(=O)(=O)c1ccccc1	-3	/	3	0	-4	3	2	9	/
CCOC(=O)c1cnc(SC)nc1Sc1cc(Cl)ccc1Cl	9	-6	4	-1	11	0	3	12	2.6
CN(C)S(=O)(=O)c1c(Cl)cccc1Cl	1	1	-4	1	-12	-2	9	-6	-0.7
CCSc1nnc(NC(=O)CSc2nnc(CNC(=O)c3cc(OC)c(OC)c(OC)c3)o2)s1	5	9	1	0	-3	-2	5	-13	-1.9

Reprinted at random: six records from the list.
SMILES	M4 PAM	CRFR2-BP antag	M1 PAM	CHRM4 agonist	M5 antag	CHRM5 agonist	M5 PAM	CHRM4 antagonist	CRFR2-BP ag
CCCC/C(=N\NC(=O)c1ccc(Br)o1)c1ccccc1	8	4	9	0	-5	-4	0	-2	-0.4
COc1ccc(CNc2nc3nc(C)c(Cl)c(=O)n3[nH]2)cc1	8	-9	7	1	-2	-3	8	1	-0.1
CCCCNC(=S)NNC(=O)c1c(Cl)c(C)nn1C	4	0	-2	1	2	-1	2	4	0.9
COC(=O)c1c(NC(=O)CN2C(=O)NC(CCc3ccccc3)C2=O)sc2c1CCCCC2 (stereo not given)	3	-48	-4	0	4	1	-4	10	3.0
CCOc1ccc(S(=O)(=O)N2CCN(CCNS(=O)(=O)c3ccc(C)cc3)CC2)cc1	6	-23	4	3	7	-3	-5	-8	-0.6
Cc1cc(C)cc(OCC(=O)Nc2ccc3c(c2)OCCO3)c1	2	24	6	-1	-2	-6	4	-12	-5.8

The listing continues.
SMILES	M4 PAM	CRFR2-BP antag	M1 PAM	CHRM4 agonist	M5 antag	CHRM5 agonist	M5 PAM	CHRM4 antagonist	CRFR2-BP ag
Cc1cc(/C=C2\C(=N)N3N=C(CC(=O)N4CCOCC4)SC3=NC2=O)c(C)n1Cc1ccccc1	0	-2	11	1	6	-2	-5	-11	0.2
Cc1nc2c(C(=O)NCCc3ccccc3)c[nH]n2c(=O)c1Cl	0	51*	-3	-3	6	0	-3	7	-3.3
CCC(C)c1ccccc1N1CC(C(=O)N(C)CC(=O)Nc2cccc(F)c2)CC1=O (stereo not given)	16	-11	11	2	0	1	-2	-4	1.1
Clc1ccc(-c2nc(C3CCCCC3)no2)cc1	6	-36	7	2	-8	-3	-2	-5	-1.1
O=C(Nc1nccs1)c1csc([C@H]2C[C@H](O)[C@@H](CO)O2)n1	2	/	2	2	-1	1	1	-2	/
CC(C)C[C@H]1CNC(=O)C(=O)N1C[C@H](Cc1ccc(O)cc1)NC(=O)Cc1ccccc1	10	/	/	9	-11	3	5	-18	/
COc1cc(/C=C(/C(=O)O)c2ccc(-c3ccccc3)cc2)cc(OC)c1OC	0	20	0	1	14	-8	4	6	1.0
CN(CCO)c1nc(N)c2c(N)nc3c(c2c1C#N)CC(=O)N3Cc1cccs1	-3	-7	6	0	-5	-3	-1	11	0.9
COc1ccc2[nH]cc(C(=O)CN3CCN(C4CCCCC4)CC3)c2c1	7	13	5	0	1	-1	3	0	-0.6
COCCOc1ccc(C(F)(F)F)cc1NC(=O)c1ccc(C(F)(F)F)cc1	8	-73	2	0	-6	0	6	-2	8.5
CC1(C)Cc2c(sc3nc(-c4cc5ccccc5o4)n(N)c(=O)c23)CO1	1	-15	5	0	5	0	0	4	-2.4
CCOC(=O)c1c(NC(=O)c2cccnc2)sc(C)c1C	0	-20	2	0	1	2	4	2	0.3
O=C(c1nn2c(C(F)(F)F)cc(-c3cccs3)nc2c1Br)N1CCCc2ccccc21	8	-10	5	0	-3	1	0	3	3.6
CCOC(=O)CN(C(=O)c1snc(C(N)=O)c1N)C(C(=O)NCCC(C)C)c1ccc(C)cc1 (stereo not given)	-2	-1	1	1	3	0	-2	7	-0.8
Cc1cc(C(=O)CSc2nnnn2C)c(C)n1CCc1ccc(Cl)cc1	0	-3	6	0	5	-6	10	-4	0.1
CCN1CCc2c(C#N)c(N3CCOCC3)nc(NCCO)c2C1	8	0	12	2	-18	-4	13	-9	3.7

Full records, looked up by structure. Screens in order: M4 PAM, CRFR2-BP antag, M1 PAM, CHRM4 agonist, M5 antag, CHRM5 agonist, M5 PAM, CHRM4 antagonist, CRFR2-BP ag
Clc1ccc(-c2nc(C3CCCCC3)no2)cc1 in the list: 6, -36, 7, 2, -8, -3, -2, -5, -1.1
CCOC(=O)CN(C(=O)c1snc(C(N)=O)c1N)C(C(=O)NCCC(C)C)c1ccc(C)cc1 (stereo not given) in the list: -2, -1, 1, 1, 3, 0, -2, 7, -0.8
